Compound activity as filed in PubChem.
SSB-PriA inh = inhibitors of Klebsiella pneumoniae PriA binding to SSB C-terminal tail, primary screen, biochemical, AlphaScreen; AlphaScreen SSBct-PriA binding, biotinylated peptide; inhibition, % at 33 µM; 430,000 compounds, 0.6% hits; AID 1272365, 2023; in the data active = inhibition mostly above about 37%, no sharp cut-off; inactive = mostly below about 20%;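 also: plate controls were negative control peptide for no effect and reference peptide for full effect; strong numbers were not always called active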
VHR inh abs = VHR1 phosphatase inhibitors, primary screen, biochemical, absorbance, uHTS | recombinant VHR phosphatase, pNPP absorbance | Dual specificity protein phosphatase 3 (Homo sapiens), P51452 | inhibition, % at 13.3 µM | 290,000 compounds, 0.52% hits | AID 1654, 2009; in the data active = inhibition above about 50%; also: some compounds called inactive have numbers as strong as hits
Target sequence (P51452 whole entry, looked up): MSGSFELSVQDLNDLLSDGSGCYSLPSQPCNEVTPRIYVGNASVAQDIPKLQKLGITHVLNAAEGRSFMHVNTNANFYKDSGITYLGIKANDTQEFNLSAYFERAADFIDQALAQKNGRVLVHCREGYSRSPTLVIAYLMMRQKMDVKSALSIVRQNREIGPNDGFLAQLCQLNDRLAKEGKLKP
MazF activator = activators of E. coli MazEF toxin-antitoxin RNase, primary screen, biochemical, fluorescence, uHTS. Endoribonuclease toxin MazF (Escherichia coli (strain K12)), P0AE70. FAM/BHQ RNA-DNA oligo cleavage fluorescence, 5 h. activation, % at 20 µM. 350,000 compounds, 0.32% hits. AID 504720, 2011; in the data active = activation above about 50%
Target sequence (P0AE70 whole entry, looked up): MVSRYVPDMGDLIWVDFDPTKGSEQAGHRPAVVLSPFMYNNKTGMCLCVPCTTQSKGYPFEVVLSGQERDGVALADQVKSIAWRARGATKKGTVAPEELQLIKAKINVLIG
PfHsp40 yeast = rescue of yeast from PfHsp40 toxicity, primary screen, S. cerevisiae, ATP luminescence; S. cerevisiae expressing PfHsp40, growth rescue; 340,000 compounds, 0.68% hits; growth rescue, % at 12.5 µM; AID 504582, 2011; in the data active = growth rescue above about 28%, passing the limit was not always enough; inconclusive = no clear call, values can overlap the other calls;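 also: yeast W303a lacking pdr1 and pdr3 grown in galactose medium; growth measured after three days at 30 °C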
TcdB inh = TcdB glycohydrolase inhibitors, primary screen, biochemical, single point, plate reader; inhibition, % at 9.99 µM; Toxin B (Clostridioides difficile), P18177; TcdB glycohydrolase enzymatic assay; 350,000 compounds, 0.24% hits; in the data active = inhibition above about 10%
Y pestis TopoI = Yersinia pestis topoisomerase I inhibitors, primary screen, biochemical, cleavage product accumulation, plate reader, single point; activity, % at 10 µM; DNA topoisomerase I (Yersinia pestis CO92); Y. pestis Topo-I cleavage product accumulation; 360,000 compounds, 0.064% hits; in the data active = activity above about 50%, passing the limit was not always enough; inconclusive = no clear call, values can overlap the other calls; also: inactives centre near 2
Anthrax LF prot = Bacillus anthracis LF protease inhibitors, primary screen, biochemical, multiplex microsphere, MLPCN library; Lethal factor (Bacillus anthracis), P15917; inhibition, % at 10 µM; 360,000 compounds, 0.12% hits; multiplex microsphere protease cleavage assay; in the data active = inhibition above about 30%; inconclusive = no clear call, values can overlap the other calls; also: plate controls were buffer without enzyme for full effect and enzyme alone for no effect
SARS 3CLpro inh = SARS-CoV 3CLpro protease inhibitors, primary screen, biochemical, quenched FRET; Replicase polyprotein 1ab (Severe acute respiratory syndrome coronavirus), P0C6X7; recombinant SARS-CoV 3CLpro, quenched FRET peptide cleavage; inhibition, % at 6 µM; 290,000 compounds, 0.14% hits; AID 1706, 2009; in the data active = inhibition above about 12%
Rv3671c inh = Rv3671c serine protease inhibitors, primary screen, biochemical, fluorescence polarization, M. tuberculosis H37Rv. inhibition, % at 5.96 µM. 320,000 compounds, 0.048% hits; in the data active = inhibition above about 38%;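 also: extracellular domain of Rv3671c used as enzyme; 0% = enzyme with DMSO and 100% = no enzyme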
Target sequence (P9WHR9 whole entry, looked up, the tested form may be a part): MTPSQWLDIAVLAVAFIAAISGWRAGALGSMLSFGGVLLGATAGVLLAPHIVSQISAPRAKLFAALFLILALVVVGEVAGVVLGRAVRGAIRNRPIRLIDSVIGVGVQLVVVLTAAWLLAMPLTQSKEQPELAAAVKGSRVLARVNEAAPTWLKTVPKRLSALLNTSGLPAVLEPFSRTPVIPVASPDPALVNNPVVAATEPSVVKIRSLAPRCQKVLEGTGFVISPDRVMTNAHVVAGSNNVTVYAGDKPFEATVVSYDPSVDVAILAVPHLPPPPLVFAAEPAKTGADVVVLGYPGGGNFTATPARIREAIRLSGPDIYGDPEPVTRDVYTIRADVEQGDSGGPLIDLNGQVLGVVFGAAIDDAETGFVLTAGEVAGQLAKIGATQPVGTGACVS
BH1578 lux ind = inducers of Vibrio cholerae quorum light production without autoinducers, primary screen, BH1578 luxS cqsA deficient, single point. V. cholerae BH1578 lux reporter, luminescence, 6 h. 350,000 compounds, 0.16% hits. activation, % at 18.7 µM; in the data active = activation mostly above about 9.7%, no sharp cut-off; inconclusive = no clear call, values can overlap the other calls; inactive = mostly below about 3.7%; also: not every result past the cut was called active; inactives centre near 0; reference of the scale not given here
Numbers without * were called inactive; i = inactive; ? = inconclusive; · = not tested or not shown; & = joins results of further samples. Not all compounds are listed; rates above refer to the full screens.

SMILES	SSB-PriA inh	VHR inh abs	MazF activator	PfHsp40 yeast	TcdB inh	Y pestis TopoI	Anthrax LF prot	SARS 3CLpro inh	Rv3671c inh	BH1578 lux ind
CSCCC(NS(=O)(=O)c1ccccc1)C(=O)Nc1nccs1 (stereo not drawn)	9	·	9	0.3	2.7	-6	?	·	·	i
O=C(c1cccc(Br)c1)N1CCN(C(=O)N2CCOCC2)CC1	-12	18	-4	-2.1	·	-7	7	3	1	i
CCC(=O)N1N=C(c2ccc(NS(=O)(=O)c3ccc(C)cc3)cc2)CC1c1ccco1 (stereo not drawn)	-11	·	-2	-0.2	1.7	-1	0	·	-17	i
CCn1c(-c2cc(-c3cc(OC)ccc3OC)nc3ccccc23)n[nH]c1=S	-12	2	-2	-0.5	0.4	6	1	-2	-10	-12
COc1ccc(CCNc2cc(C)nc3c(-c4ccccc4)c(C)nn23)cc1OC	-14	18	-2	0.9	2.7	4	-2	6	4	i
COc1ccc(N2CCN(S(=O)(=O)c3cc4c(cc3C)N(C(C)=O)CCO4)CC2)cc1	6	17	6	0.5	2.2	15	-8	-4	11	0.0
COc1ccc(Nc2nc3ccccc3nc2C)cc1	-3	19	11	2.7	·	-3	-2	0	-17	i
O=C(c1ccccc1F)N1CCCC(N2CCN(Cc3ccc4c(c3)OCO4)CC2)C1 (stereo not drawn)	·	·	3	·	-0.4	7	-1	·	·	-3.0
Cc1n(CC(=O)c2ccc(F)cc2)c2ccccc2[n+]1C	-6	23	1	2.0	-1.2	-1	0	5	-13	0.5
CCNC(=S)N/N=C/c1c(C)nn(-c2cccc(Cl)c2)c1Cl	·	3	-38	-0.2	-0.2	24	0	1	-9	-0.4
CS(=O)c1ccccc1-c1nc(-c2ccc([N+](=O)[O-])cc2)no1 (stereo not drawn)	4	·	5	-0.9	-2.3	-7	-5	·	·	0.4
O=C(N1CCN(c2ccc(F)cc2)CC1)C12CC3CC(CC(C3)C1)C2	0	28	-9	0.9	·	0	-1	5	5	1.3
CC[C@H](C)[C@@H](CN[C@H](C)CNC)NCCC(c1ccccc1)c1ccccc1	0	2	15	0.0	0.3	-21	-5	2	-5	i
O=C(Nc1nc(-c2nc3ccccc3s2)cs1)C1CC1	-7	12	-1	0.6	0.4	2	-1	1	-9	-0.2
O=[N+]([O-])c1ccccc1-n1cnc2ccccc21	-11	25	2	-1.2	0.2	1	-2	0	-2	-0.3
CCNC(=S)N/N=C(\C)c1ccco1	·	19	-3	-0.6	0.1	5	2	6	1	i
CN(C)C(=O)c1cc(C(=O)c2c(F)cccc2F)c[nH]1	-6	21	6	-1.2	4.0	-4	-10	-1	-15	i
Cc1ccccc1C(=O)Nc1ccc(S(=O)(=O)N2CC(C)OC(C)C2)cc1 (stereo not drawn)	-12	2	8	-0.6	0.5	1	0	3	-6	-0.5
CC(=O)Nc1ccc(S(=O)(=O)N2CCNC(=O)CC2)cc1	-5	2	5	-0.6	·	7	-16	7	-6	-0.3
CCOC(=O)/C=C/c1ccc(C(F)(F)F)cc1S(=O)(=O)NC(C)(C)C	-8	·	1	0.5	1.7	22	-4	·	-3	0.3
CCCc1cc(=O)[nH]c(SCC(=O)c2cc(C)n(C)c2C)n1	-19	14	-15	-0.1	·	-1	-6	-3	-4	0.3
CN(Cc1ccccc1)C(=O)c1ccc([N+](=O)[O-])o1	-11	1	0	1.1	1.2	-3	0	2	-3	-0.2
CCOc1ccccc1N1CCN(C(=O)CCCc2nc3ccccc3s2)CC1	-4	-5	3	0.5	2.0	19	0	-2	-6	-0.2
CN(CC(=O)NC1CC1)S(=O)(=O)c1ccc(F)cc1	-10	0	3	0.7	1.3	2	-8	0	-2	-1.2
O=C1C=CC(=Nc2ccc(F)cc2)O1	1	·	1	-1.0	1.0	-9	1	·	·	i
CCCNC1=CC(=O)CC(C)(C)C1	23	-5	1	0.1	-1.0	-2	1	1	-3	3.6
Cc1cc(Cl)c(OCCCn2ccnc2)c(Br)c1	4	-16	-3	-0.8	-0.2	27	0	8	11	-0.1
CCCCCCn1c(CN2CCCC(C)C2)nc2c1c(=O)n(C)c(=O)n2C (stereo not drawn)	7	-15	-5	0.0	·	2	-2	2	-2	i
NC(=O)Oc1cccc(OC(N)=O)c1	-7	32	6	-0.8	0.8	-6	-9	-1	6	i
CC1CN(CCS(=O)(=O)c2cc(Cl)ccc2Cl)CC(C)O1 (stereo not drawn)	-11	17	9	19	-0.9	7	-14	-5	-5	i
NC(=O)c1ccccc1NC(=O)CC12CC3CC(CC(C3)C1)C2	-2	19	11	1.9	1.1	6	12	-1	-5	i
CS(=O)(=O)Nc1ccccc1C(=O)Nc1cccc(Cl)c1	-7	22	-6	-0.8	0.7	4	8	-3	2	i
O=C1c2cnc3nc(SCc4ccc(Cl)cc4)nn3c2CC2c3ccccc3CCN12 (stereo not drawn)	-14	29	-2	1.5	·	-10	-1	2	0	-0.3
CC(=O)N(c1ccc(Cl)cc1)c1c[nH]c2ccccc12	-2	23	-6	0.5	·	8	-1	0	1	i
COc1ccc(C2C(C)C3(O)CC(C#N)(C(=O)N3)C2(C#N)C#N)cc1 (stereo not drawn)	1	38	0	0.4	-1.0	6	2	2	4	-0.5
CN(C)CCCN(C(=O)c1ccc(Cl)s1)c1nc2cc3c(cc2s1)OCO3	0	5	32	1.9	1.6	-14	-3	-5	-3	-0.5
O=C(C1CCCCC1C(=O)N1CCCCC1)N1CCCCC1 (stereo not drawn)	-7	·	7	-0.7	-0.8	3	1	·	·	1.3
O=C(NC(=S)NCc1ccccc1)c1cccc([N+](=O)[O-])c1	32	35	10	13	1.4	2	6	6	0	-0.5
COc1ccccc1CCNC(=O)CCn1nc(C)c2c(C)n(-c3ccccc3)nc2c1=O	-6	19	3	0.1	1.5	17	2	0	0	-0.3
COc1ccccc1CNC(=O)CCNC(=O)Cn1cnc2ccccc2c1=O	-18	-12	1	-0.1	·	-4	6	0	3	6.2
CCOc1cc(/C=N\Nc2ncc(F)c(N3CCOCC3)n2)ccc1Oc1nc(Cl)ncc1F	·	17	-1	-0.6	1.1	7	·	5	6	-1.0
COc1cc(/C=N/n2c(C)nnc2C)cc(OC)c1OC	·	21	3	0.2	·	1	-6	-1	-4	i
C=CCn1c(SCC(=O)NC2CCS(=O)(=O)C2)nc2sc(CC)cc2c1=O (stereo not drawn)	-20	19	0	-2.0	·	0	2	8	-3	-0.5
Cc1ccc(NC(=O)c2ccccc2OCc2c(C)noc2C)cc1S(=O)(=O)N(C)C	1	·	5	-0.1	0.4	21	-1	·	-3	i
COc1cccc(OC)c1C(=O)Nc1cccc(NC(=O)c2cccs2)c1	-8	12	3	0.6	0.6	4	11	-3	2	i
O=S(=O)(Oc1ccccc1)c1cccnc1	-1	·	-9	0.7	0.6	-17	16	·	2	0.4
COc1cc(CC(=O)OCC(=O)N2CCCCC2)cc(OC)c1OC	4	·	5	-0.2	0.0	5	-9	0	-2	i
Cc1ccccc1N=C1NC(=O)CS1	4&-11	-4	-4	-0.1	·	3	0	-5	5	·
CC[C@]1(C(=O)OC)[C@H]2C(=O)N(C)C(=O)[C@H]2[C@H]2CN=C(SCc3ccccc3)N21	-9	·	10	-0.1	0.4	9	-3	·	·	-1.1
Cc1cc(C(=O)Nc2nnc(C3CC3)s2)c(C)s1	-5	·	-2	0.0	-1.4	1	-1	·	-7	-1.6
Remaining list, next part
SMILES	SSB-PriA inh	VHR inh abs	MazF activator	PfHsp40 yeast	TcdB inh	Y pestis TopoI	Anthrax LF prot	SARS 3CLpro inh	Rv3671c inh	BH1578 lux ind
COc1ccccc1CCC(=O)Nc1ccc(S(=O)(=O)Nc2cc(C)nc(C)n2)cc1	-2	·	-1	0.5	3.2	9	-2	·	2	-2.3
Cc1c(Cl)cnc(NC(=O)CSc2nnc(C)n2Cc2ccccc2)c1Cl	2	22	-3	1.8	·	6	0	0	-3	i
Cc1cc(C)c2c(n1)nn1c(N3CCN(Cc4ccccc4)CC3)cc(C)nc21	-10	12	-5	-1.6	·	4	-10	·	·	-0.1
Cc1ccccc1C(=O)c1cccn1CC(=O)NCC(C)c1ccccc1 (stereo not drawn)	-18	-15	6	2.3	1.8	41	-1	1	1	-3.7
O=C(CCl)NN1C(=O)NC2(CCCCC2)C1=O	-15	22	-2	0.0	0.4	12	4	-3	11	0.6
COC(=O)Oc1ccc(/C=C/C(=O)OC(C)C)cc1OC(=O)OC	-15	4	-3	4.0	·	4	2	-4	3	2.0
CCN(CC)c1ccc(-c2nn3c(-c4n[nH]c5c4CCC5)nnc3s2)cc1	-5	36	-8	0.4	·	-3	9	2	-2	-2.2
c1ccc(-n2nnnc2N2CCOCC2)cc1	2&-2	-8	-17	-0.3	·	-5	-2	3	-2	-0.8
CC(C)c1nn2c(=O)cc(O)nc2s1	3	-6	-15	0.7	-0.6	-2	-1	-1	-3	-0.3
COc1ccccc1CNC(=O)CNC(=O)N1CC(=O)Nc2ccccc21	-7	9	4	-0.2	11*	1	0	-1	0	-0.3
CC(C)CNC(=O)c1c(N)n(/N=C/c2ccccn2)c2nc3ccccc3nc12	·	9	-21	-0.2	·	9	1	-2	-4	i
CC(C)CN(C(=O)c1ccc(=O)n(C)n1)c1c(N)n(Cc2ccccc2)c(=O)[nH]c1=O	-10	·	3	0.3	1.7	1	-2	·	8	-2.4
CC1C(=O)Nc2ccc(S(=O)(=O)N3CCN(c4cccc(Cl)c4)CC3)cc2NC1=O (stereo not drawn)	-3	25	7	-1.0	-0.1	23	1	-2	-9	-0.3
COCCNC(=O)C(c1ccccc1C)N(C(=O)Cn1nnc2ccccc21)c1cccnc1 (stereo not drawn)	-11	18	4	0.3	·	-11	-5	-5	10	-0.5
O=C(O)CC1c2ccccc2CCN1S(=O)(=O)c1ccccc1 (stereo not drawn)	-9	·	3	·	0.3	0	5	·	-3	i
CCC(=O)Nc1c(C)cc(C)cc1Cl	-13	-14	-20	-0.3	·	2	-2	-2	-3	-12
COc1cccc(NC(=O)N(Cc2cc3cc(C)cc(C)c3[nH]c2=O)CC2COCCO2)c1 (stereo not drawn)	-21	-18	7	2.0	·	18	-3	-1	0	·

6 consecutive records from above:
SMILES	SSB-PriA inh	VHR inh abs	MazF activator	PfHsp40 yeast	TcdB inh	Y pestis TopoI	Anthrax LF prot	SARS 3CLpro inh	Rv3671c inh	BH1578 lux ind
CC(C)CN(C(=O)c1ccc(=O)n(C)n1)c1c(N)n(Cc2ccccc2)c(=O)[nH]c1=O	-10	·	3	0.3	1.7	1	-2	·	8	-2.4
CC1C(=O)Nc2ccc(S(=O)(=O)N3CCN(c4cccc(Cl)c4)CC3)cc2NC1=O (stereo not drawn)	-3	25	7	-1.0	-0.1	23	1	-2	-9	-0.3
COCCNC(=O)C(c1ccccc1C)N(C(=O)Cn1nnc2ccccc21)c1cccnc1 (stereo not drawn)	-11	18	4	0.3	·	-11	-5	-5	10	-0.5
O=C(O)CC1c2ccccc2CCN1S(=O)(=O)c1ccccc1 (stereo not drawn)	-9	·	3	·	0.3	0	5	·	-3	i
CCC(=O)Nc1c(C)cc(C)cc1Cl	-13	-14	-20	-0.3	·	2	-2	-2	-3	-12
COc1cccc(NC(=O)N(Cc2cc3cc(C)cc(C)c3[nH]c2=O)CC2COCCO2)c1 (stereo not drawn)	-21	-18	7	2.0	·	18	-3	-1	0	·
